TCR activator: T cell receptor activation; 330,000 tested, under 10 active; primary human leukocytes, anti-CD3, IL-2 HTRF, 48 h; Potency, µM (series often up to 9.22 µM), for the others: top-dose activation of IL-2 secretion, most hits filed as activators; AID 504894; further: % of control where 0% means no effect
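HTRF read-out of IL-2 secretion: europium cryptate donor excited at 320nm, d2 acceptor emission at 665nm. Cells were primary human leukocytes incubated 48 hr with compounds and a-CD3 beads, supplying TCR signal only.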
p53 reactivator: re-activators of mutant p53; H1299 p53-A138V BP100-luciferase reporter, luminescence, 24 h; Potency, µM (titrated, usually from 92.2 µM), for inactives: at the highest dose activity change, positive = activation, actives largely listed as activators; hit rate 0.063% among 320,000; AID 504706; further: potency means the concentration at half of the fitted maximal effect; % of control where 0% means no effect; nearly all actives have a fitted effect of over 45% in size
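H1299 (p53-null), stable ts p53-A138V + BP100-Luc; 1000 cells/well, Opti-MEM/10% FBS; cpd 4 pt, 1:5; 24 h, 37 deg C, 5% CO2; detection reagent 10 min RT; luminescence.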
B2AR arrestin: beta2AR (human) beta-arrestin recruitment activity. hit rate 0.02% among 330,000. P07550. beta-arrestin recruitment to beta2AR, cell-based reporter. AID 492947. Potency, µM (series often up to 46.1 µM), for the others: top-dose activation, hits mostly activators;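 further: potency means the concentration at half of the fitted maximal effect; 0% = DMSO controls and full agonism = EC100 isoproterenol or metaproterenol; nearly all actives have a fitted effect of over 65% in size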
AT treatment: candidate therapy for ataxia-telangiectasia; AID 485349; hit rate 0.19% among 320,000; […] A-T fibroblasts, KAP-1 phosphorylation AlphaLISA; neocarzinostatin DNA damage 30 min before lysis; Potency, µM (series often up to 57.5 µM), without a hit: at the highest dose activation, actives largely listed as activators; further: potency means the concentration at half of the fitted maximal effect; % of control where 0% means no effect; nearly all actives have a fitted effect of over 45% in size
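hTERT-immortalized A-T patient fibroblasts ([…]), 500 cells/well in OPTI-MEM, 1% FBS, got compounds for 60 min, then NCS for 30 min at 37C. Lysates were then assayed for phospho-KAP-1 by AlphaLISA (anti-pKAP1 donor, anti-KAP1 acceptor beads), 6 hr at 25C.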
ELG1 DNA repair: inhibitors of ELG1-dependent DNA repair in HEK293T cells; HEK293T ELG1-luciferase reporter, luminescence, 16 h; DNA damage induced by 5-fluorouridine; hit rate 2.3% among 330,000; Potency, µM (top dose mostly 46.1 µM), for the others: at the highest dose activity change, negative = inhibition, most hits filed as inhibitors; further: potency means the concentration at half of the fitted maximal effect; on the % scale 0 is the no-effect control and ±100 the full control effect; nearly all actives have a fitted effect of over 55% in size
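Luminescence from the luciferase reporter, measured 30 min after ONE-Glo reagent at room temperature, was the read-out. Beforehand, 2,000 cells per well were exposed for 16 hr at 37 °C to 5-fluorouridine together with compound or vehicle.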
BRCA1 expr act: activators of BRCA1 expression; MCF7-BRCA1-FFLuc reporter, luminescence, 48 h; response scale: scaled: vehicle 0%, 10 µM genistein 100%; AID 624202; Potency, µM (titrated, usually from 46.1 µM), for inactives: top-dose activation, hits mostly activators; hit rate 1.1% among 380,000; further: potency means the concentration at half of the fitted maximal effect; nearly all actives have a fitted effect of over 80% in size; some results filed as inactive show a strong effect at the top dose
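Activators of BRCA1 expression were detected as increased firefly luciferase luminescence in engineered MCF7 cells after 48 h compound incubation. Signals were scaled to genistein 10 microM as full activation.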
TRPV1 agonist: human TRPV1 agonism | TRPV1-expressing cells, Fluo-8 calcium influx, agonist mode | activation, % at 8.33 µM | hit rate 0.19% among 320,000 | AID 540275; in the data active means activation above about 80%; inconclusive means between about 30% and that limit; further: 0% is about no effect
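Fluo-8 calcium influx in TRPV1-expressing cells, kinetic read (ex 480/em 520 nm). Compound added and read 3 min for agonist activity, followed by capsaicin at EC20 final and 2 min further read for enhancement.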
TSG101-PTAP inh: blocks PTAP/TSG101 interaction to inhibit HIV-1 budding | Q99816 | Fluorescence polarization, FITC-PTAP peptide / Tsg101 binding | Potency, µM (series often up to 115 µM), for inactives: top-dose activity change, negative = inhibition, usual class: inhibitors | 340,000 tested, under 10 active | AID 493005; active means well fitted inhibition curve with a large enough effect in the main read-out, with a control signal flat, not every such curve was filed as active; inconclusive means small, poorly fitted or top-dose-only effect, or effect the other way, or a change in a side signal; inactive means no such curve, though single readings can be large or run the other way; further: potency means the concentration at half of the fitted maximal effect; % of control where 0% means no effect
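FP read-out: FITC-PTAP peptide, 50 nM final, binding Tsg101 binding domain, 10 uM final; 20 min, r.t.; 10 mM HEPES pH 7.5, 0.15 M NaCl, 0.01% Tween 20, 3 mM EDTA, 0.1 mM TCEP.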
MLL CXXC-DNA inh: inhibitors of human MLL CXXC domain-DNA interaction | MLL-CXXC / FITC-HOXA9 DNA fluorescence polarization | Potency, µM (doses to about 115 µM), for inactives: at the top dose activity change, negative = inhibition, most hits filed as inhibitors | hit rate 0.037% among 290,000 | Q03164 | AID 2662; active means well fitted inhibition curve with a large enough effect in the polarisation, with a control signal flat, not every such curve was filed as active; inconclusive means small, poorly fitted or top-dose-only effect, or effect the other way, or a change in a side signal; inactive means no such curve, though single readings can be large or run the other way; the % refers to the polarisation; further: potency means the concentration at half of the fitted maximal effect
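Steps: dispense CXXC domain solution (7 uM) → pin compounds or unlabeled HOX-A9 DNA control → 5 min ambient → add FLSN-HOX-A9 solution (50 nM) → spin → 30 min ambient → fluorescence polarization. Tris pH 7.5/NaCl/DTT/BSA buffer.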
Integrin act MD: integrin-mediated muscular dystrophy alleviation activation; hit rate 0.064% among 350,000; AID 624291; Potency, µM (top dose mostly 38.3 µM), inactives show at the highest dose activation, usual class: activators; alpha7betagal myoblasts, beta-gal FDG fluorescence, 48 h;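 further: potency means the concentration at half of the fitted maximal effect; 100% = response of the positive control SU9516; nearly all actives have a fitted effect of over 60% in size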
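alpha7betagal+/- myoblasts (passage 13, 250/well) treated 48 h at 37C with compounds at 1:260 dilution of DMSO stock. Lysed, then beta-galactosidase activity read as FDG fluorescence (ex 480/em 540) after 30 min, with pre-read for autofluorescence.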
An asterisk follows results filed as active; ? = inconclusive; . = not tested or not shown; [ ] = dose if it differs, or a comment. Unless noted, the call rests on the fitted dose curve; in most records, active means well fitted curve in the direction sought with a large enough effect; inconclusive means small, poorly fitted or top-dose-only effect, or another doubt; inactive means no such curve, though single readings can be large; an effect the other way counts as inactive or inconclusive.

Each structure is followed by: TCR activator	p53 reactivator	B2AR arrestin	AT treatment	ELG1 DNA repair	BRCA1 expr act	TRPV1 agonist	TSG101-PTAP inh	MLL CXXC-DNA inh	Integrin act MD
Cc1ccc(-n2c(/C=C/c3ccccn3)nc3ccccc3c2=O)cc1
 : -5%	0%	0.2%	6%	?	5%	5	-7%	-7%	-25%
COc1ccc2[nH]cc(CCN=C(N)N)c2c1
 : 6%	-4%	-0.1%	3%	-8%	14%	-6	-6%	6%	1%
Brc1ccc2[nH]cc(/C=N/N3CCCCC3)c2c1
 : 1%[46.1 µM]	0%	-0.3%	?	-5%	-3%	4	-7%	10%	12%
N=c1sc2c(n1Cc1ccccc1)CCCC2
 : -2%	5%	-0.5%	7%	-6%	-5%	-1	-8%	-6%	-14%
CC12CN3CCN(CC(C3)/C1=N/NC(N)=O)C2
 : 7%	1%	-1.1%	-5%	-1%	0%	.	-1%	-1%	?
CC(=NCc1ccco1)c1c(O)n(-c2ccccc2)c(=O)[nH]c1=O
 : 0%	-3%	0.3%	3%	8%	7%	.	-2%	4%	-4%
CC1=C[C@@H]2c3cccc4[nH]cc(c34)C[C@H]2N(C)C1
 : 4%	-6%	-0.8%	21%	-24%	0%	-2	?	?	2%
COC(=O)C1=C(c2ccc(S(C)(=O)=O)cc2)C[C@@H]2CC[C@H]1N2C(=O)NC1CCCCC1
 : -8%	.	.	.	.	0%	.	-3%	.	-28%
CCOc1ccc(C2C(C#N)=C(N)Oc3c2c(=O)oc2ccccc32)cc1 (stereo unspecified)
 : -8%	2%	-0.9%	1%	4%	-10%	?	-1%	1%	?
COC(=O)C1=C(c2ccc(Cl)c(C(F)(F)F)c2)C[C@@H]2CC[C@H]1N2C(=O)N1CCC(O)(c2ccc(Cl)cc2)CC1
 : -2%	0%	-0.3%	14%	?	-58%	.	-1%	.	-38%
O=C(c1ccccc1F)c1cn(CC(=O)N2CCCC2)c2ccccc12
 : 4%	-3%	-0.1%	-3%	24%	-12%	3	-1%	3%	-23%
COc1ccc(OCC(=O)N2CCN(Cc3ccc(SC)cc3)CC2)cc1
 : 11%	-1%	0.1%	4%	-7%	-20%	9	-2%	-9%	-16%
O=C1CN(O)C(c2ccccc2)=c2cc(Br)ccc2=N1
 : -3%	.	-0.1%	6%	-1%	1%	0	-1%	10%	5%
C#C[C@]1(O)CCC2C3C(=O)C=C4C=CCC[C@]4(C)C3CC[C@@]21C (stereo partly specified)
 : -31%	.	.	.	.	-25%	.	-2%	.	29%
CCN1CC2([N+](=O)[O-])CC=C(Cl)C([N+](=O)[O-])(C1)C2 (stereo unspecified)
 : 0%	-2%	0.1%	1%	2%	0%	-7	-2%	-10%	13%
CCCCn1c(N)c(C(=O)OCC2CCCO2)c2nc3ccccc3nc21 (stereo unspecified)
 : .	0%	0.0%	8%	9.2µM*	-37%	6	-6%	11%	-27%
CN(C)C(=O)Oc1cccc(-c2cn3cc(Cl)ccc3n2)c1
 : 3%[46.1 µM]	?	-0.2%	6%	?	95%	-2	0%	6%	-1%
COc1ccc(C(=O)C2CCCN(Cc3cnc(C)s3)C2)c(OC)c1 (stereo unspecified)
 : -6%	-2%	-0.1%	1%	-3%	.	0	-2%	-8%	-61%[inhibitor]
COCCNCCOc1ccc(C(C)(C)c2ccccc2)cc1
 : 1%[46.1 µM]	-4%	0.3%	-16%	-4%	-24%	12	0%	2%	14%
CC(C)N1CCN(Cc2cc3c(cc2Cl)OCO3)CC1CCO (stereo unspecified)
 : 0%	-3%	-0.7%	5%	13%	26%	-3	-8%	-1%	2%
COc1ccc(C(=O)N/N=C\c2coc3ccc(C)cc3c2=O)cc1
 : 4%	1%	-0.3%	3%	?	35%	-3	0%	?	?
O=C(OCC(=O)c1ccc([N+](=O)[O-])cc1)/C(=C\c1ccc(Cl)cc1)NC(=O)c1ccccc1
 : -1%	-8%	-0.3%	2%	-4%	4%	17	-9%	22%	-6%
O=C1OCCC1NC1=NCCC1 (stereo unspecified)
 : 5%	5%	0.0%	7%	13%	0%	2	-2%	9%	-4%
COc1ccc(CC2C(=O)NC(C)C(=O)N(C)C3C(=O)N(C)C(Cc4ccc(O)c(c4)Oc4ccc(cc4)C3O)C(=O)NC(C)C(=O)NC(C)C(=O)N2C)cc1 (stereo unspecified)
 : 1%	.	.	.	.	.	.	-4%	.	-53%
N=C1C(c2ccccc2)=C(O)CN1Cc1ccco1
 : .	-9%	-2.7%	1%	5%	-2%	-1	-3%	4%	0%
CC(=O)N1CC(=O)Nc2ccc(F)cc2C1c1ccccc1 (stereo unspecified)
 : 15%	21%	-0.1%	7%	22%	-13%	-3	0%	-1%	12%
ON1C2CCCCC2N(O)C1c1ccccc1F (stereo unspecified)
 : 2%	8%	-0.8%	4%	15%	-38%	-1	-2%	-21%	0%
Cc1ccc(-n2sc3ccccc3c2=O)cc1
 : -5%[46.1 µM]	-31%[inhibitor]	-0.1%	-13%	?	-12%	?	-6%	3%	-7%
O=C(c1ccc2c(c1)N(Cc1ccc(F)cc1)CCS2)N1CCC2(CC1)OCCO2
 : -8%	-1%	-1.3%	7%	-1%	-26%	13	-10%	-6%	-18%
O=C(NCCc1ccccc1)c1ccc2nccnc2c1
 : 8%	5%	0.0%	0%	?	-61%[inhibitor]	-3	-3%	-6%	?
N[C@@]1(C(=O)O)CC[C@@H](C(=O)O)C1
 : -3%	0%	0.2%	2%	12%	12%	-1	1%	-3%	.
O=C1CC=C2C3CC4N(CCC45c4ccccc4N1C25)CC3=CCO (stereo unspecified)
 : -1%	.	.	.	.	-14%	.	3%	.	-10%
CCCCn1c(O)c(C(C)=NCc2cc(OC)cc(OC)c2)c(=O)[nH]c1=O
 : 0%	-6%	0.0%	2%	23µM*	-37%	0	-1%	9%	-12%
Cc1ccc(N2C(=O)NC(=O)/C(=C/C=C/c3ccco3)C2=O)cc1
 : -9%[46.1 µM]	-48%[inhibitor]	?	-9%	?	-70%	9	0%	-10%	-49%[inhibitor]
COc1cc2c(cc1OC)CN(c1ccc([N+](=O)[O-])c(C(F)(F)F)c1)CC2
 : 0%[46.1 µM]	-21%	0.2%	11%	?	-58%	2	-12%	-2%	-33%
Cc1cccc(N2C(=O)NC(=O)/C(=C\C=C\c3ccco3)C2=O)c1
 : -2%	-12%	11%	4µM*	?	.	14	-1%	-30%	-78%[inhibitor]
C=Cn1ccnc1P(=S)(c1c(C)nn(-c2ccccc2)c1C)c1nccn1C=C
 : -2%	-1%	4.2%	-3%	-3%	-3%	-1	-3%	-3%	2%
CCCC1CCCCC12C(=O)NC(=O)NC2=O (stereo unspecified)
 : 1%	.	.	.	.	-10%	.	-1%	.	0%
CCC(=NCc1cccnc1)c1c(O)n(-c2ccccc2)c(=O)[nH]c1=O
 : -6%	1%	-0.2%	30%	10%	-12%	2	-11%	-16%	10%
CCOC(=O)C1CCN(C(C)C(=O)c2c(C)[nH]c3cc(C)ccc23)CC1 (stereo unspecified)
 : 4%	-5%	0.4%	11%	3%	-8%	21	-2%	5%	2%
COC(=O)C1=C(c2ccc(OC)c(OC)c2)C[C@@H]2CC[C@H]1N2C(=O)NCc1ccco1
 : 8%	-8%	0.1%	-3%	?	10%	1	.	.	-13%
c1ccc(CN2CCN(Cc3ccc4ccccc4c3)CC2)cc1
 : 9%	.	-0.6%	8%	-5%	-9%	-1	0%	37%[activator]	-25%
Cc1cccc(N2C(=O)NC(=O)/C(=C\c3cccn3-c3ccc(Cl)cc3)C2=O)c1
 : -2%	-10%	5.7%	8%	?	-70%	13	3%	?	-66%[inhibitor]
C[C@]12CCC(=O)C(O)=C1CC[C@@H]1[C@@H]2CC[C@]2(C)C(=O)CC[C@@H]12
 : 3%	.	-1.3%	34%	?	-20%	14	1%	8%	.
Cc1nn(Cc2ccccc2Cl)c(Cl)c1C(=O)OC(C(=O)NC(N)=O)C(C)C (stereo unspecified)
 : -4%[46.1 µM]	6%	-0.3%	3%	?	-11%	5	-1%	-25%	-7%
CCc1n[nH]c(CCN)n1
 : 9%	5%	-0.9%	0%	-5%	-4%	0	-3%	-1%	17%
O=[N+]([O-])c1cc(S(=O)(=O)c2ccc(O)c([N+](=O)[O-])c2)ccc1O
 : 4%[46.1 µM]	1%	-0.3%	-3%	-4%	3%	-5	1%	-11%	23%

Record cards, as listed above. Values in the order: TCR activator	p53 reactivator	B2AR arrestin	AT treatment	ELG1 DNA repair	BRCA1 expr act	TRPV1 agonist	TSG101-PTAP inh	MLL CXXC-DNA inh	Integrin act MD
c1ccc(CN2CCN(Cc3ccc4ccccc4c3)CC2)cc1 reads 9%	.	-0.6%	8%	-5%	-9%	-1	0%	37%[activator]	-25%
CCCCn1c(O)c(C(C)=NCc2cc(OC)cc(OC)c2)c(=O)[nH]c1=O reads 0%	-6%	0.0%	2%	23µM*	-37%	0	-1%	9%	-12%

Not all compounds are listed; count on the stated rates, not on these rows.
